PABP1 MLLE inh – inhibitors of PABP1 MLLE–PAM2 peptide binding, primary screen, biochemical, fluorescence polarization, FITC-PAM2, GST-MLLE | Polyadenylate-binding protein 1 (Homo sapiens), P11940 | inhibition, % at 20 µM | 0.36% of 360,000 active | AID 588489, 2011; in the data active = inhibition above about 35%, passing the limit was not always enough;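 also: plate controls were DMSO wells with GST-MLLE for no effect and wells lacking GST-MLLE protein for full effect; some results filed as inactive read as strong as hits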
Rin1 Abl inh – inhibitors of Rin1-Abl protein binding, primary screen, biochemical, TR-FRET. Tyrosine-protein kinase ABL1 (Homo sapiens) + Ras and Rab interactor 1 (Homo sapiens), …. inhibition, % at 7.35 µM. 0.4% of 360,000 active; in the data active = inhibition above about 5%, passing the limit was not always enough
MsrA act – bovine MsrA enzyme activators, primary screen, biochemical, absorbance, HTS; purified bovine MsrA, absorbance read-out; activation, % at 10.6 µM; 0.3% of 360,000 active; AID 602163, 2012; in the data active = activation above about 7.5%;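 also: 0% = vehicle and 100% = reference activator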
FAS TE block – FAS thioesterase domain inhibitors, primary screen, biochemical, fluorescence intensity, uHTS; Fatty acid synthase (Homo sapiens), P49327; recombinant FAS-TE, OMFH fluorogenic substrate, fluorescence endpoint; inhibition, % at 15 µM; 0.67% of 360,000 active;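 active = compounds whose normalised, plate-corrected inhibition of enzyme fluorescence in the single-dose primary screen is 50% or more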;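 also: 0% = DMSO with enzyme and 100% = substrate without enzyme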
Tb MetRS inh – T. brucei MetRS inhibitors, primary screen, biochemical, luminescence; 0.4% of 360,000 active; inhibition, % at 11.9 µM; purified T. brucei MetRS, ATP depletion, Kinase-Glo luminescence; AID 624268, 2012; methionyl-tRNA synthetase (Trypanosoma brucei brucei);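 active = inhibition above a per-plate cutoff of the control wells' mean inhibition plus 3 SD, cut at about 5.5% in these data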;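 also: 0% = DMSO wells median and 100% = median of wells with control inhibitor compound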
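Material: T. brucei methionyl-tRNA synthetase, purified; reagent: substrates ATP, L-methionine and bulk Escherichia coli tRNA; dosing: 11.9 µM single point; timing: 15 min plus 2 h at 25 °C; detection: luminescence of leftover ATP; evaluation: % inhibition; control set: DMSO-only wells as low control; replicates: singlicate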
Neddyl block – inhibitors of cullin neddylation, primary screen, biochemical, TR-FRET, uHTS, NAE and Ubc12. 0.58% of 360,000 active. AID 651699, 2012. calls only at 25 µM. NEDD8-conjugating enzyme Ubc12 (Homo sapiens) + NEDD8-activating enzyme E1 regulatory …; in the data active = inhibition above about 36%
Target sequence (P61081 whole entry, looked up): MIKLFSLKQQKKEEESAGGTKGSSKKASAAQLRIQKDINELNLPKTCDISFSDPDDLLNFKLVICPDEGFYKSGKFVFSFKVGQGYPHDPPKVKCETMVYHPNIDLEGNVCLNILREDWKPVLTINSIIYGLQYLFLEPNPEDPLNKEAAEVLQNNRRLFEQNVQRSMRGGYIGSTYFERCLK
Target sequence (Q13564 whole entry, looked up): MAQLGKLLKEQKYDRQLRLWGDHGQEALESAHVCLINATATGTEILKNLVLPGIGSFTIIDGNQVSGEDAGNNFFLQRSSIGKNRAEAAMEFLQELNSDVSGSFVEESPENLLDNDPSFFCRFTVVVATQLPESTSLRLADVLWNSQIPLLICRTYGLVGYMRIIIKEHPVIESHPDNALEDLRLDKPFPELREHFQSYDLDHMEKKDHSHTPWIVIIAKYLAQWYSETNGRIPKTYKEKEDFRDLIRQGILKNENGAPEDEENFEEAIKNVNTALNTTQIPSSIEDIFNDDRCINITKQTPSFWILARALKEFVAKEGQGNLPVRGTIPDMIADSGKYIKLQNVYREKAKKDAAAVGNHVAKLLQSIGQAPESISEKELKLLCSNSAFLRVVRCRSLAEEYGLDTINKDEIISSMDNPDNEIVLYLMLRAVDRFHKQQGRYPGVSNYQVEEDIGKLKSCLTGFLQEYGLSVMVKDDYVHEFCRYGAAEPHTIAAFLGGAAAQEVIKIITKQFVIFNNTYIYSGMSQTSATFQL
eLon inh – inhibitors of E. coli Lon protease, primary screen, biochemical, fluorescence polarization; purified E. coli Lon protease; inhibition, % at 7.94 µM; 0.42% of 360,000 active; in the data active = inhibition above about 13%, passing the limit was not always enough;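 also: 0% = enzyme with probe and DMSO and 100% = no enzyme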
MsrA inh – bovine MsrA enzyme inhibitors, primary screen, biochemical, absorbance, HTS. purified bovine MsrA, absorbance read-out. inhibition, % at 15.5 µM. AID 651718, 2012. Methionine sulfoxide reductase A (Bos taurus). 0.75% of 360,000 active; in the data active = inhibition above about 4.5%;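 also: 0% = vehicle wells with enzyme and 100% = reference inhibitor wells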
CSN inh – inhibitors of CSN-mediated cullin deneddylation, primary screen, biochemical, fluorescence polarization, uHTS; 0.38% of 360,000 active; AID 651999, 2013; Purified CSN, SCF-Nedd8-OG deneddylation; COP9 signalosome complex subunit 5 (Homo sapiens), Q92905; inhibition, % at 12.5 µM;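 active = pattern-corrected inhibition above about 35%, with an unprinted fluorescence ratio check between 0.5 and 1.5, limit read from the data, passing the limit was not always enough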;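 also: 0% = enzyme with substrate and 100% = substrate without enzyme; some results filed as inactive read as strong as hits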
Target sequence (Q92905 whole entry, looked up, one chain of several): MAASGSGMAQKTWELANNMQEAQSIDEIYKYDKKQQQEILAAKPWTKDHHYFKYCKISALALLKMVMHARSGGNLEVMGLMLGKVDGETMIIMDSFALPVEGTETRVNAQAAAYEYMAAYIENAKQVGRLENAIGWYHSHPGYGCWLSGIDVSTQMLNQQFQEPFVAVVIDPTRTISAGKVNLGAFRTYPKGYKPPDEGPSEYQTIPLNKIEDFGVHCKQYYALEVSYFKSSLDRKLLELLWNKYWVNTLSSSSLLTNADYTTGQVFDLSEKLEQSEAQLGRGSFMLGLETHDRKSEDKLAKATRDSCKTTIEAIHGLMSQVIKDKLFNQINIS
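Assay system: HEK293T-derived human Csn5 enzyme; quantity: 0.24 nM enzyme; medium: Tris/NaCl/DTT buffer, pH 7.5; also added: substrate SCFSkp2-Nedd8OG, 10 nM; doses: 12.5 µM compound; schedule: 90 min reaction at room temperature; signal: FP; read-out: % inhibition of substrate cleavage by Csn5; benchmarks: substrate-only high control, full reaction low control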
The depositor's hits bear a star; i = inactive; x = not tested or not shown.

SMILES	PABP1 MLLE inh	Rin1 Abl inh	MsrA act	FAS TE block	Tb MetRS inh	Neddyl block	eLon inh	MsrA inh	CSN inh
CN1CCN(c2nc(-c3ccco3)cc(C(F)(F)F)n2)CC1	2	0	-14	-8	-1.2	i	-6	x	0
Cc1noc(C)c1C(=O)Nc1nc2ccc(Cl)cc2s1	1	-1	-7	-2	-0.8	i	7	1.8	2
Cn1nccc1C(=O)NC1CC(C)(C)Cc2c1cnn2-c1ccc(F)cc1 (stereo not drawn)	10	2	-5	-4	-0.4	i	-3	0.3	5
O=C(Nc1ccc(NC(=O)c2ccco2)cc1)c1ccc2c(c1)OCCO2	18	2	-4	0	-0.1	i	-6	1.3	1
Cc1ccc(Cl)cc1NC(C#N)c1ccccc1 (stereo not drawn)	8	-4	-9	24	-0.6	i	-3	1.1	2
COC(=O)c1cc(NC2c3ccccc3C(=O)N2c2ccc(Cl)cn2)cc(C(=O)OC)c1 (stereo not drawn)	-14	2	-3	18	0.1	i	-13	1.1	2
CC(=O)c1cccc(NC(=O)COc2nsnc2N2CCOCC2)c1	-2	1	-3	-1	-0.2	i	-8	1.0	0
O=C1NC(=O)C2(CCc3ccccc32)N1 (stereo not drawn)	-14	2	-4	-8	-1.0	i	-5	0.3	-2
CN(C)c1ncc(S(=O)(=O)c2ccccc2)c(N)n1	5	3	-11	-11	-0.8	i	-2	1.2	5
CCOC(=O)c1ccc(NC(=O)C(=O)NCC2(c3ccc(OC)cc3)CCOCC2)cc1	-4	1	-1	13	-0.6	i	7	-0.3	-1
N[C@@H](Cc1ccc(O)cc1)C(=O)Nc1ccc2ccccc2c1	-1	3	-4	-1	-0.3	i	-2	0.3	-1
CC(=O)Nc1cccc(/C(C)=N/NC(=O)c2c(-c3ccccc3Cl)noc2C)c1	13	-2	-5	-2	-1.4	i	-15	-0.1	-2
Cc1cccc(NC(=O)CSCC(=O)Nc2ccccc2C(=O)NC2CC2)c1	13	1	-1	-3	0.0	i	-12	-2.0	-4
CCOC(=O)CCCCCN1C(=O)c2cccc3cccc(c23)C1=O	23	-2	-5	19	-2.0	i	-5	0.4	1
O=c1[nH]cnc2sc3c(c12)CCCC3	-5	-4	-2	-5	0.3	i	-7	-0.9	3
O=C(O)c1cc(Cl)c(Cl)cc1C(=O)N1CCOCC1	-10	1	-1	-7	-0.6	i	-7	-0.3	-5
O=C(CN1C(=O)S/C(=C\C=C\c2ccccc2)C1=O)Nc1ccccc1C(=O)O	9	0	-9	24	0.4	i	-1	2.9	7
Cc1cccc(OCCNC(=O)CCc2ccccc2)c1	2	5	-4	-4	-0.2	i	-7	2.2	-7
Cc1ccc(-n2c(Cl)c(Cl)[nH]c(=O)c2=O)cc1	-3	3	-2	-6	0.2	i	-3	1.0	1
Cc1nnc(SCC(=O)Nc2ccc(N(C)C)cc2)n(N)c1=O	30	-1	-5	-5	-0.2	i	-3	2.0	1
Cn1c(=O)c(C(N)=S)cn(-c2ccccc2)c1=O	27	2	-3	-3	-0.3	i	3	2.2	-2
CC(c1ccccc1)N1CC(C(=O)N2CCCC(C(N)=O)C2)CC1=O (stereo not drawn)	-3	-2	1	-9	0.2	i	-6	-0.3	-2
Cc1ccc(-c2nnc(N(C)C(=O)c3ccccn3)s2)cn1	-6	0	-2	-2	-0.4	i	3	-0.2	3
COc1ccc(-n2c(C)cc(/C=C(\C#N)C(=O)NCc3ccco3)c2C)cc1	14	2	-4	-8	-0.1	i	-5	0.1	0
N#CC(C#N)=C1NC2(CCCCC2)Cc2ccccc21	0	-2	1	13	0.6	i	0	2.7	1

Full records, looked up by structure.
`O=C(CN1C(=O)S/C(=C\C=C\c2ccccc2)C1=O)Nc1ccccc1C(=O)O` in the list: PABP1 MLLE inh: 9; Rin1 Abl inh: 0; MsrA act: -9; FAS TE block: 24; Tb MetRS inh: 0.4; Neddyl block: i; eLon inh: -1; MsrA inh: 2.9; CSN inh: 7
`CN1CCN(c2nc(-c3ccco3)cc(C(F)(F)F)n2)CC1` in the list: PABP1 MLLE inh: 2; Rin1 Abl inh: 0; MsrA act: -14; FAS TE block: -8; Tb MetRS inh: -1.2; Neddyl block: i; eLon inh: -6; MsrA inh: x; CSN inh: 0

Following part
SMILES	PABP1 MLLE inh	Rin1 Abl inh	MsrA act	FAS TE block	Tb MetRS inh	Neddyl block	eLon inh	MsrA inh	CSN inh
CC(NC(=O)/C(C#N)=C/c1ccc(C(=O)O)cc1)c1ccccc1 (stereo not drawn)	17	5	0	-4	-1.0	i	10	0.3	5
O=C(CCNC(=O)C1CCN(S(=O)(=O)c2ccccc2)CC1)NC1CC1	10	-1	-1	-4	-0.2	i	10	0.3	2
CCOC(=O)c1ccc(NC(=O)CSc2nnc(Cc3cccs3)n2C)cc1	5	-1	2	-6	-0.4	i	-6	0.6	-2
COc1ccc(CC(N)c2csc(Nc3cnccn3)n2)cc1 (stereo not drawn)	-7	-1	-2	-9	-0.1	i	-6	1.3	1
Cn1nnnc1SCC(=O)c1ccc(Br)s1	-75	-11	-1	-3	0.3	i	3	0.4	0
CC(C)[C@H](NC(=O)N1c2ccccc2NC(=O)[C@@H]1C(C)C)C(=O)N[C@H](C(=O)O)c1ccccc1	-17	-2	-4	-3	-1.8	i	0	-1.7	-2
COC(=O)C[C@@H]1C[C@@H]2c3cc(NC(=O)NC4CCCCC4)ccc3O[C@@H]2[C@H](CO)O1	13	1	-1	-8	-1.1	i	-2	3.0	1
CC1CCC(NC(=O)Cn2c(=O)oc3ccccc32)CC1 (stereo not drawn)	1	-3	-1	-4	0.5	i	5	-0.1	0
CC(CCc1ccccc1)NC(=O)CN(C)Cc1ccc(F)cc1 (stereo not drawn)	-11	-3	-3	-1	-0.3	i	-10	-0.1	-3
O=C(Nc1ccccc1-c1nc2ccccc2s1)c1cccnc1	8	0	-8	5	-0.7	i	2	0.7	2
O=C1OCCC1Sc1nc2ccccc2n1Cc1ccccc1 (stereo not drawn)	-24	0	-2	-2	-0.3	i	-11	-0.3	-2
CCc1ccc(OCC(=O)OC2CCS(=O)(=O)C2)cc1 (stereo not drawn)	-10	3	-2	-3	-0.5	i	-4	0.3	2
CCOCC(=O)NCc1ccc2c(c1)cc(C)n2C	27	-8	-8	-10	-0.6	i	14	0.5	3
Cn1c(=O)n(C)c2cc(S(=O)(=O)Nc3ccc(F)cc3)ccc21	-1	0	-4	-2	-2.1	i	-1	0.1	-3
COc1ccccc1NC(=O)CCNC(=O)Cn1ccc2ccccc2c1=O	2	-4	-6	-8	-0.4	i	0	1.4	-1
C=CCn1c(SCC(=O)NC2CCCCC2)nnc1C(C)NC(=O)c1cccs1 (stereo not drawn)	13	2	-3	-6	0.3	i	-2	-0.7	-15
O=S(=O)(NCCNS(=O)(=O)c1ccc(F)cc1)c1ccc(F)cc1	4	4	0	-2	-0.1	i	0	0.1	2
COc1ccc(OC(C)C(=O)Nc2ccc([N+](=O)[O-])cc2)cc1 (stereo not drawn)	7	4	-5	29	-0.8	i	-5	1.4	3
CCOc1ccc2nc(NCCNC(=S)NCCCN(C)C)c(C#N)cc2c1	-11	-2	-9	-18	-0.2	x	17	0.2	-7
CCN(CC)c1ccc(/C=N/NC(=O)Cc2cccs2)c(O)c1	2	-4	-9	29	-1.3	i	0	6.2*	-16
CC(=O)Nc1ccc(NC(=O)CSc2nnc(NC(=O)Cc3ccc(F)cc3)s2)cc1	-9	5	3	-8	0.1	i	-10	0.7	-1
CCc1nnc(NC(=O)CN2CCN(c3nc(-c4ccccc4)cs3)CC2)s1	-11	-2	-2	9	0.0	i	-3	-0.4	1
O=C(CN1CCC(n2nnc3cc(F)ccc32)CC1)NNC(=O)c1ccccc1	-2	-3	4	-5	-0.4	i	-1	-1.3	3
COc1ccc(C2=Nn3c(nnc3-c3ccccn3)SC2)cc1	5	-1	-4	-6	-0.6	i	-5	0.6	3
Cc1c(NC(=O)Nc2ccc(F)cc2F)c(=O)n(-c2ccccc2)n1C	-1	1	-6	-5	-0.6	i	8	-0.6	1

Two of the compounds above, in markdown.
| molecule | PABP1 MLLE inh | Rin1 Abl inh | MsrA act | FAS TE block | Tb MetRS inh | Neddyl block | eLon inh | MsrA inh | CSN inh |
| --- | --- | --- | --- | --- | --- | --- | --- | --- | --- |
| CC(=O)c1cccc(NC(=O)COc2nsnc2N2CCOCC2)c1 | -2 | 1 | -3 | -1 | -0.2 | i | -8 | 1.0 | 0 |
| C=CCn1c(SCC(=O)NC2CCCCC2)nnc1C(C)NC(=O)c1cccs1 (stereo not drawn) | 13 | 2 | -3 | -6 | 0.3 | i | -2 | -0.7 | -15 |

(further entries)
SMILES	PABP1 MLLE inh	Rin1 Abl inh	MsrA act	FAS TE block	Tb MetRS inh	Neddyl block	eLon inh	MsrA inh	CSN inh
OC(CN1CCN(c2ccccc2F)CC1)c1ccc(F)cc1 (stereo not drawn)	-10	1	-1	-4	-0.1	i	-3	-0.1	4
CC(=O)Nc1ccc(NC(=O)CSc2nnc(NC(=O)C3CC3)s2)cc1	0	1	-5	-3	-0.5	i	15	0.9	1
O=C(CN1C(=O)NC2(CCc3ccccc32)C1=O)NC1CCCCC1 (stereo not drawn)	-5	-1	-2	-7	-0.1	i	-5	0.5	4
O=C(CN1CCN(Cc2ccccc2Cl)C1=O)NC1CCCCCC1	-3	4	-4	2	-0.5	i	-9	-0.8	-2
CC(C)(O)CC[C@@H](O)[C@](C)(O)[C@H]1CC[C@@]2(O)C3=CC(=O)[C@@H]4C[C@@H](O)[C@@H](O)C[C@]4(C)[C@H]3CC[C@]12C	-2	0	-1	-2	-0.2	i	-5	-1.0	-1
Cc1ccn2c(=O)c(C(=O)NCCC3=CCCCC3)c(O)nc2c1	4	-2	-3	2	0.1	i	-6	0.2	2
S=C(NCCc1ccccc1)N/N=C/c1ccccc1Cl	25	1	-8	33	-1.1	i	0	-0.1	-16
Cc1cc(C)n(C(=O)CN2C(=O)CCC2=O)n1	9	-1	-2	-10	-1.3	i	1	-0.5	-4

Single values from the results shown.
O=C(CN1CCN(Cc2ccccc2Cl)C1=O)NC1CCCCCC1 @ PABP1 MLLE inh = -3
Cc1ccn2c(=O)c(C(=O)NCCC3=CCCCC3)c(O)nc2c1 @ MsrA act = -3
O=C(CN1C(=O)NC2(CCc3ccccc32)C1=O)NC1CCCCC1 (stereo not drawn) @ Rin1 Abl inh = -1
CC(=O)Nc1ccc(NC(=O)CSc2nnc(NC(=O)C3CC3)s2)cc1 @ MsrA act = -5
S=C(NCCc1ccccc1)N/N=C/c1ccccc1Cl @ CSN inh = -16
OC(CN1CCN(c2ccccc2F)CC1)c1ccc(F)cc1 (stereo not drawn) @ MsrA inh = -0.1
